GASC-1 inh: inhibitors of human GASC-1 (JMJD2C) demethylase; GST-JMJD2C(1-420) H3K9me3 demethylation, DELFIA europium; inhibition, % at 2.35 µM; AID 2099; Q9H3R0; actives 0.069% (n = 330,000);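 active = more than half of a compound's replicate wells show inhibition beyond 50%, single wells judged on their own value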;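 also: signal counts dimethyl H3K9 product captured on neutravidin plate; 0% = median of DMSO wells and 100% = 0.3 times that DMSO median; strong numbers were not always called active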
PP1 counter: counter-screen for PP5 inhibitors: inhibitors of human PP1-alpha. AID 2235. P62136. inhibition, % at 6.7 µM. actives 0.9% (n = 320,000). purified PP1alpha, OMFP fluorescence;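 active = inhibition above the mean inhibition of all tested compounds plus 3 SD, computed separately for each screening campaign, cut at about 15% in these data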
Fh CTSL1 inh: cathepsin L1 inhibition, PFM18AAP counter-screen; actives 0.49% (n = 300,000); inhibition, % at 5.96 µM; recombinant F. hepatica cathepsin L1, Z-Leu-Arg-MCA fluorescence; AID 1906;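 active = inhibition above the mean of all tested compounds plus 3 SD, set per screening campaign, cut at about 17% in these data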;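 also: 0% = plate median of test compound wells and 100% = 1 µM Z-Phe-Ala-diazomethylketone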
proCasp7 act: counter-screen: procaspase-7 (human) activation. P55210. actives 0.093% (n = 330,000). activation, % at 8.5 µM. recombinant procaspase-7, Ac-DEVD-pNA absorbance 405 nm; D23A/D198A/D206A triple mutant, cannot self-cleave; scale: DMSO 0, 5 µM enzyme 100;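 active = percent activation above the screen-wide mean plus 3 SD, cut at about 25% in these data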
Target sequence (P55210 whole entry D23A/D198A/D206A): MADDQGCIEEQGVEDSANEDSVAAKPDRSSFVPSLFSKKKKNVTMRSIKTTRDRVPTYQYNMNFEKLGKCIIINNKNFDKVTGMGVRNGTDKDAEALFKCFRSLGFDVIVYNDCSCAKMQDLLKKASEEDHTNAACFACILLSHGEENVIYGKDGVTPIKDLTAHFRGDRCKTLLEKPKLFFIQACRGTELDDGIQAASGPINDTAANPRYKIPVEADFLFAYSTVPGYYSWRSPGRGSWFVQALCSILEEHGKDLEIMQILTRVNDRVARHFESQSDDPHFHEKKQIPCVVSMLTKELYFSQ
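Assay system: Uncleavable procaspase-7 mutant enzyme | Input: 2 µM procaspase-7 mutant as dispensed | Timing: 1 h compound preincubation, 2 h substrate cleavage, 25 °C | Repeats: One well per compound | Control set: DMSO wells as 0%, DMSO with 5 µM added PC-7 as 100% | Technique: Epi-absorbance of released pNA at 405 nm, two timepoints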
core dimer inh: HCV core protein dimerization inhibition | TR-FRET GST/Flag-core106 dimerization, 1536-well | inhibition, % at 5 µM | actives 0.33% (n = 300,000);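 active = inhibition above the mean of all tested compounds plus 3 SD, set per screening campaign, cut at about 45% in these data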
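Assay system: GST-tagged and Flag-tagged HCV core protein residues 1-106 / Times: compound-protein-antibody incubation 4 h at 22.5 °C / Signal: time-resolved FRET, ex 340 nm, em 617 and 671 nm / Evaluation: % inhibition based on acceptor/donor emission ratio / Benchmarks: wells lacking GST-core106 and wells with excess unlabelled core106 / Repeats: singlicate, one well per compound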
GRK2 aptamer HTS: blocks RNA aptamer binding to human GRK2. P25098. bead flow cytometry, FAM-aptamer displacement from GRK2. actives 0.59% (n = 330,000). inhibition of aptamer binding, % at 10 µM;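 active = inhibition of aptamer binding above 40%, roughly 3 SD of noise, on plates passing a quality check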;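 also: median bead fluorescence of bound FAM aptamer so fluorescent compounds give negative values; no value below 0 was filed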
VLA-4 inh: inhibition in a human VLA-4 binding assay; actives 0.2% (n = 330,000); inhibition, % (about 7 µM as worked out from the volumes in the protocol); VLA-4 expressing cells, ligand binding flow cytometry; P13612; in the data active = inhibition above about 50%
procasp3 activ: procaspase-3 (human) activation | AID 463141 | actives 0.11% (n = 330,000) | recombinant procaspase-3 D3A, Ac-DEVD-pNA absorbance 405 nm | activation, % at 8.5 µM | P42574;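 active = activation above the mean of all tested compounds plus 3 SD, cut at about 21% in these data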;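 also: 0% = DMSO alone and 100% = DMSO wells spiked with extra 5 µM PC-3 D3A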
Target sequence (P42574 whole entry D9A/D28A/D175A): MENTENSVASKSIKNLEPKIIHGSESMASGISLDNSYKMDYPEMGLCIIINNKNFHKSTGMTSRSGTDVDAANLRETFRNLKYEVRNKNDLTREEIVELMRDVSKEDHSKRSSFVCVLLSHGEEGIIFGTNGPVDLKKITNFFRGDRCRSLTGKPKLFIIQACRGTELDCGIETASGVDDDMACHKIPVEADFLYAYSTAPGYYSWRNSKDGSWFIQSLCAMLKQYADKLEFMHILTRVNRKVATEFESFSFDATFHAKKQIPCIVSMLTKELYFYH
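Technique: 405 nm absorbance of p-nitroaniline, reads at 0 and 120 min; Test system: Procaspase-3 D3A mutant; Incubation: 1 h enzyme-compound preincubation, then 2 h substrate reaction, 25 °C; Repeats: singlicate, each compound tested once; Benchmarks: low control DMSO wells, high control DMSO plus 5 µM PC-3 D3A.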
PP5 primary: blocks human protein phosphatase 5 activity; P53041; purified PP5c, OMFP substrate fluorescence; inhibition, % at 6.7 µM; actives 0.18% (n = 320,000); AID 1987;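 active = inhibition above the campaign's mean inhibition across all tested compounds plus 3 SD, cut at about 9.5% in these data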;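 also: 0% = DMSO only and 100% = 100 µM cantharidin control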
Target sequence (P53041 whole entry, looked up): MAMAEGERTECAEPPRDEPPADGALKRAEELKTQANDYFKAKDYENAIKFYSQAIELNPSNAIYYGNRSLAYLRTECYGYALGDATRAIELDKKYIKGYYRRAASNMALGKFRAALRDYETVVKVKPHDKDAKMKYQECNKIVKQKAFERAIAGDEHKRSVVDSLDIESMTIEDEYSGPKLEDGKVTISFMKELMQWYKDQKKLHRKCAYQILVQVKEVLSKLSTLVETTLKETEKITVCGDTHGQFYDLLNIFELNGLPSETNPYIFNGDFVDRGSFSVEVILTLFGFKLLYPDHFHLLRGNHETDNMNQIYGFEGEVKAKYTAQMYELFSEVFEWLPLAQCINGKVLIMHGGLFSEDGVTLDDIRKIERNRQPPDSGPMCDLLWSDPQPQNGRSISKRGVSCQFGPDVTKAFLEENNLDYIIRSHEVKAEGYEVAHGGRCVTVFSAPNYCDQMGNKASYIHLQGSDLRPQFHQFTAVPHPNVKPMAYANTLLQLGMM
* marks the source's active call; other numbers are inactive results; nt = not tested or not shown.

SMILES	GASC-1 inh	PP1 counter	Fh CTSL1 inh	proCasp7 act	core dimer inh	GRK2 aptamer HTS	VLA-4 inh	procasp3 activ	PP5 primary
CCN(CC)CCOC(=O)CCc1cccc2ccccc12	-2	-6	1	4	-2	1	9	2	3.2
CCC1CCCCN1S(=O)(=O)c1ccc(S(=O)(=O)N(Cc2cccs2)C2CC2)cc1 (configuration not stated)	-3	14	6	-12	10	1	-8	9	4.6
Cc1ccc(S(=O)(=O)N2CCN(C(=O)c3c(-c4ccccc4)noc3C)CC2)cc1	12	-3	0	1	5	2	1	8	4.6
Cc1cc(NCCCN2CCOCC2)n2c(nc3ccccc32)c1C#N	-2	-2	-3	0	-1	0	-7	0	-1.3
CCOC(=O)N1CCN(Cc2nc(Cc3cccc(F)c3)no2)CC1	2	-3	-2	8	-3	2	-1	4	-0.8
O=C(CSC1=NCCS1)Nc1ccnc2ccccc12	-8	8	0	-2	-2	0	-11	-9	3.1
CN(C(=O)COC(=O)c1nc(-c2ccccc2)n(-c2ccccc2)n1)C1CCS(=O)(=O)C1 (configuration not stated)	-14	-4	-1	5	0	4	1	3	0.3
Cn1c(=O)c2c(ncn2CCC(=O)N/N=C/c2cccnc2)n(C)c1=O	-8	-4	0	3	-3	0	2	-1	-1.2
O=C(Nc1cc(C(F)(F)F)ccc1N1CCOCC1)c1ccc(Cl)nc1	-2	2	-4	14	4	1	-1	2	1.4
C/C(=N/OCC(=O)NCCCCCCNC(=O)CO/N=C(/C)c1cccs1)c1cccs1	-2	5	-1	-1	1	0	1	9	3.7
C/C(=N\N1C(=O)c2ccccc2NC1c1ccccc1)c1ccccc1O (configuration not stated)	11	4	1	0	-1	2	19	5	0.6
COc1ccc2cnn(CCOc3cc(C)ccc3C(C)C)c(=O)c2c1OC	-8	-6	-2	3	-5	0	8	-4	4.2
Cc1nnsc1-c1c(C(=O)Oc2ccccc2)c(C)nn1-c1ccccc1	-4	0	0	4	-7	2	-1	0	3.4
CC1=C(C(=O)OC(C)C)C(c2ccc3c(c2)OCO3)NC(=O)N1 (configuration not stated)	-28	-8	6	-7	-14	2	-4	11	2.8
O=C(NCCN1CCN(C(=O)c2cccc(Br)c2)CC1)C(=O)NCc1ccccc1	-13	-5	-1	3	7	2	-11	4	-2.5
Cc1ccc(NC(=O)C2CC(=O)N(Cc3ccccc3)C2)cc1S(=O)(=O)N1CCCCCC1 (configuration not stated)	-16	-1	-9	7	15	2	-10	5	1.7
O=c1c(N2CCCCC2)coc2ccccc12	-8	-4	-2	4	-1	3	-4	-2	-1.0
c1ccc2c(-c3c[nH]c4ccccc34)c3ccccc3nc2c1	-4	5	6	33*	2	0	-4	16	5.2
COC(=O)c1sc(NC(=O)c2oc3ccccc3c2C)nc1C	5	-7	4	1	-1	0	-4	3	1.5
CN1C(C(=O)Nc2ccc(C(=O)O)cc2)=C(O)c2ccccc2S1(=O)=O	4	-2	nt	-1	nt	0	6	0	0.5
CCOc1ccc(CN2CCCC(CO)(Cc3ccc(F)cc3)C2)cc1 (configuration not stated)	-3	6	0	-6	5	1	9	11	-0.1
O=C(NCCC(=O)N1CCN(c2ccccn2)CC1)c1ccc(Br)cc1	0	-8	-2	5	0	1	1	1	-1.6
CCNC(=O)NC(=O)C(C)OC(=O)c1oc2ccc(OCC)cc2c1C (configuration not stated)	5	2	5	-2	17	0	2	2	0.4
CNC(=O)NC(=O)C(C)N1CCN(C/C=C/c2ccccc2)CC1 (configuration not stated)	-17	-5	-5	6	-3	0	48	1	2.5
CCCCN(CC)CCNC(=O)c1cc2c(-c3ccc(Cl)cc3)nn(C)c2s1	-2	2	6	4	3	0	38	-2	-2.0
O=C1C2CC(O)CN2C(=O)N1c1ccccc1 (configuration not stated)	120	1	-1	-2	3	6	4	-3	1.6
COc1ccc(N(C(=O)Nc2ccc(Cl)cc2)C2=NCCC2)cc1	-10	-5	3	-8	1	0	-8	11	-2.1
COc1cc(NS(=O)(=O)c2ccc3c(c2)C(C)(C)C(=O)N3C)cc(OC)c1	-21	11	5	0	11	44*	-73	-7	2.1
Cc1cc(C)cc(NC(=O)c2ccc(CSc3nnnn3C)cc2)c1	-3	-7	2	6	-4	2	-1	0	-3.0
Cc1ccc(NC(C#N)c2ccccc2OCc2ccccc2)cc1 (configuration not stated)	-1	-4	4	10	5	1	10	-4	0.8
COc1ccc(-c2csc(NC(=O)CCN3C(=O)C4CC=CCC4C3=O)n2)cc1OC (configuration not stated)	4	26*	-4	-19	1	0	8	-11	5.9
Cc1ccc(Nc2nc(COC(=O)C3CC3)cs2)cc1	5	-2	1	8	3	6	-22	-3	3.9
COC(=O)CSc1cc([N+](=O)[O-])cc2c1c(C1OCCO1)nn2-c1ccccc1	10	-3	-3	12	-4	3	0	8	0.6
COc1cccc(C(=O)Nc2ccccc2NC(=O)c2cccc(OC)c2)c1	5	-1	2	1	0	0	11	2	1.6
CCn1c(SCc2ccccc2F)nnc1-c1ccncc1	2	-6	-6	-3	5	0	6	-2	1.7
Nc1nc(Nc2cccc(F)c2)nc(NCCO)c1[N+](=O)[O-]	-4	1	3	4	1	4	16	-4	0.5
CCCCCNC(=O)CN(c1ccc2c(c1)OCO2)S(C)(=O)=O	-6	-4	5	-2	3	0	8	0	2.2
O=C(CSc1ccc([N+](=O)[O-])cn1)Nc1ccc2[nH]c(=O)[nH]c2c1	-8	1	-4	-4	-1	0	23	-1	2.5
CC(=O)N1N=C(c2cccs2)CC1c1cccs1 (configuration not stated)	-28	-11	5	0	0	0	-2	0	2.2
NC(=O)CC(NC(=O)Cc1ccc(Br)cc1)c1ccc(N2CCC(N3CCCCC3)CC2)c([N+](=O)[O-])c1 (configuration not stated)	-1	-4	8	2	5	0	-3	3	2.0
Cc1ccc(NC(=O)Nc2ccccc2)c(Br)c1	15	3	-3	0	-3	0	-4	-6	3.2
Cc1c(C(=O)N/N=C/c2ccc(O)cc2)sc(=S)n1C	0	1	1	8	2	0	4	8	2.6
O=C(NCCNC(=O)c1ccccn1)c1ccc(-c2ccccc2)cc1	0	-3	3	-6	-4	0	19	-1	2.3
O=c1cnnc(Nc2ccccc2)[nH]1	42	-1	0	-6	-29	3	8	4	1.4
COc1ccc(OC)c(NC(=S)N2CCN(C/C=C/c3ccccc3)CC2)c1	5	-13	3	-8	6	4	-11	-10	-7.8
Cc1nn(Cc2ccccc2)c2c1C(c1ccncc1)C(C#N)=C(N)O2 (configuration not stated)	6	1	-5	-21	-8	0	-2	1	-1.2
CCOC(=O)/C(=N\Nc1cc(Cl)ccc1Cl)N1CCN(C)CC1	-15	-2	3	3	-5	0	18	2	-2.7
COc1cc(C(c2c(C)[nH][nH]c2=O)c2c(C)[nH][nH]c2=O)cc([N+](=O)[O-])c1O	28	-5	8	0	-14	13	-12	15	2.0
O=C(CN1CCCC1)NN=C(c1ccccc1)c1ccccc1	-36	1	2	0	-16	0	-9	0	1.6
CCn1cc(CN2CCCC(C(=O)Nc3ccc(-c4cscn4)cc3)C2)c(C)n1 (configuration not stated)	-2	-2	1	0	-6	1	26	1	1.8
The listing continues.
SMILES	GASC-1 inh	PP1 counter	Fh CTSL1 inh	proCasp7 act	core dimer inh	GRK2 aptamer HTS	VLA-4 inh	procasp3 activ	PP5 primary
O=C(COc1ccc2ccccc2c1)NN1C(=O)c2ccccc2C1=O	5	-2	-3	3	2	0	-5	7	-2.3
CCOc1ccc(-n2c(SCC(=O)c3c(N)n(C)c(=O)n(C)c3=O)nnc2-c2cccnc2)cc1	-6	-4	1	4	3	0	-1	-10	-1.3
COc1ccc(NC(=O)[C@@H]2CCCN2C(=O)c2cccs2)cc1S(=O)(=O)N1CCCCC1	0	-3	nt	3	nt	5	4	3	-0.1
OCCCNc1ncnc2sc(-c3ccccc3)cc12	0	0	3	2	-1	0	-11	-2	0.0
COc1cc(C2C3CN(C)CC=C3C(C#N)=C(N)C2(C#N)C#N)ccc1OC(C)C (configuration not stated)	-23	2	1	1	-3	0	-4	8	2.3
COC(=O)Cn1c(C)nc([N+](=O)[O-])c1Br	1	-3	1	3	-4	4	0	-3	-0.2
CCCCn1c(N)c(N(CC)C(=O)CCNC(=O)c2ccc(Cl)cc2)c(=O)[nH]c1=O	-6	nt	nt	-7	nt	6	16	8	nt
Cc1nc(-c2cccc(S(=O)(=O)N3CCC(C)CC3)c2)cs1	-1	0	1	-6	5	2	3	1	2.6
S=C1NCN(Cc2cccnc2)CN1c1cccc2ccccc12	-6	-5	5	6	-1	1	9	7	-1.0
CN(C)c1ccc(/C=N/NC(=O)CNC(=O)c2ccncc2)cc1	-5	7	1	6	-1	6	8	0	-3.3

4 of the entries above in order of their number in VLA-4 inh, highest first.
mol	GASC-1 inh	core dimer inh	GRK2 aptamer HTS	VLA-4 inh	procasp3 activ	PP5 primary
CCCCn1c(N)c(N(CC)C(=O)CCNC(=O)c2ccc(Cl)cc2)c(=O)[nH]c1=O	-6	nt	6	16	8	nt
S=C1NCN(Cc2cccnc2)CN1c1cccc2ccccc12	-6	-1	1	9	7	-1.0
COc1ccc(NC(=O)[C@@H]2CCCN2C(=O)c2cccs2)cc1S(=O)(=O)N1CCCCC1	0	nt	5	4	3	-0.1
Cc1nc(-c2cccc(S(=O)(=O)N3CCC(C)CC3)c2)cs1	-1	5	2	3	1	2.6

(list continues)
SMILES	GASC-1 inh	PP1 counter	Fh CTSL1 inh	proCasp7 act	core dimer inh	GRK2 aptamer HTS	VLA-4 inh	procasp3 activ	PP5 primary
O=C(NCCCN1CCOCC1)c1ccccc1	9	-1	-2	9	-2	2	1	3	1.5
CN(C(=O)CSc1nc2ccccc2o1)C1CCS(=O)(=O)C1 (configuration not stated)	-12	-2	nt	1	nt	0	18	3	-1.1
Cc1nc2cc(NC(=O)c3ccc(N4C(=O)CCC4=O)cc3)ccc2s1	2	0	-6	5	-4	0	7	-4	-0.1
Oc1ccc(NCc2ccccc2OCc2ccccc2F)cc1	3	3	-5	-18	6	0	5	0	8.1
COCCN(C(=O)CSc1nnc(C)n1-c1ccccc1)c1c(N)n(Cc2ccccc2)c(=O)[nH]c1=O	-1	-2	-2	2	1	0	5	8	1.9
C[C@H]1CN([C@@H](C)CO)C(=O)c2cc(NC(=O)C3CCCCC3)ccc2O[C@H]1CN(C)CC1CCCCC1	5	nt	nt	11	nt	0	12	4	nt
N#C/C(=C\c1ccc(-c2ccccc2C(=O)O)o1)c1nc2ccccc2[nH]1	2	0	4	0	-34	4	10	1	0.7
CCSc1nnc(NC(=O)c2cccc(S(=O)(=O)N(C)c3ccc(C)cc3)c2)s1	9	5	6	-1	14	10	4	3	2.0
Cc1cccc(C)c1NC(=O)CN(C)c1ccc(C(F)(F)F)cn1	3	0	3	-1	-1	1	0	4	0.1

Compound activity (PubChem)
